mHtt clearance – clearance of mutant huntingtin inclusions, primary screen, imaging, HeLa Exon1htt(103Q)mCFP, confocal imaging; aggregate imaging; zero = plate's median compound well; inhibition, % at 1.5 µM; 47,000 tested, 0.42% active;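 active = inhibition of aggregate fluorescence above about 70%, also judged a hit by eye on the cell image, limit read from the data, passing the limit was not always enough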;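 also: cells exposed to compound for three days before fixation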
mHtt clearance grain fraction – second read-out of mHtt clearance, no call of its own (marks repeat the call); fraction fluorescence in grains; measured here: aggregate grain fluorescence fraction; active compounds read low;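 scaled fraction of total cell fluorescence in grains with unit not stated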
An asterisk follows results filed as active. Only part of the results is shown; count on the stated rates, not on these rows.

SMILES	mHtt clearance	mHtt clearance grain fraction
CN(CC(=O)NCc1cccnc1)S(=O)(=O)c1ccc2c(c1)c(=O)n(C)c(=O)n2C	16	40
COc1cccc2cc(C(C)N(CCCN3CCOCC3)C(=O)Nc3ccc(Cl)cc3)oc12 (stereo not drawn)	-7	45
COc1ccc(S(=O)(=O)NCC(=O)N(CC(=O)NCC2CCCO2)c2c(C)cccc2C)cc1 (stereo not drawn)	1	33
O=C(C1CCN(c2nnnn2-c2ccccc2)CC1)N1CCN(c2ccccc2)CC1	-40	29
CC(=O)Nc1sc(C)c(C)c1C(=O)Nc1ccc(C)cc1	-21	35
O=S1(=O)CC(O)C(NCc2ccco2)C1 (stereo not drawn)	27	22
COc1ccc(-c2nc(N)ncc2-c2csc(C)n2)c(O)c1	-6	23
CCN1C(=O)/C(=C2\C=Cc3cc(C)ccc3N2CC)OC1=S	-31	25
Cc1ccc(S(=O)(=O)N2C(=O)CCC2C(=O)NCc2ccco2)cc1 (stereo not drawn)	25	13
O=C(CCCc1c[nH]c2ccccc12)N1CCOCC1	-11	41
Clc1ccc(OCCSc2ncccn2)c2ccccc12	-53	61
N=C1C(c2nc(-c3ccc(Cl)cc3)cs2)=C(O)CN1CCCN1CCOCC1	-52	52
Cc1ccc(-c2nnn(CCC(=O)Nc3ccc4c(c3)OCO4)n2)cc1	0	42
CCN1CCN(c2nc3ccccc3nc2C(C#N)S(=O)(=O)c2ccc(C)cc2)CC1 (stereo not drawn)	-13	18
CCn1c2ccccc2c2nnc(SCC(=O)NCCOC)nc21	53	14
Cc1ccc(C(C(=O)NC2CCCC2)N(Cc2ccco2)C(=O)CCC(=O)Nc2cc(C)on2)cc1 (stereo not drawn)	-36	23
CCOC(=O)c1sc(C)c2c1NC(C)(c1ccccc1)NC2=O (stereo not drawn)	-44	57
CCCCCCCCCOC(=O)C(CC(=O)O)N1CCOCC1 (stereo not drawn)	55	17
O=C(Nc1nnc(C2CC2)s1)c1cc2c(s1)CCCCCC2	-20	47
O=C(C1CCCN(S(=O)(=O)c2cccc3cccnc23)C1)N1CCc2ccccc21 (stereo not drawn)	6	45
Cc1ccc(C)c2[nH]c(=O)c(CCNC(=O)c3ccc(Br)o3)cc12	-29	24
O=c1c2ccccc2c(-c2ccccc2)nn1-c1ccc(Cl)c(Cl)c1	42	22
COc1ccc(C(=O)COC(=O)CN2C(=O)C3C4C=CC(C4)C3C2=O)cc1 (stereo not drawn)	1	34
CCc1ccc(Cn2nnc(C(=O)Nc3cccc(C)c3)c2N)cc1	10	44
O=C(Nc1nc2ccccc2[nH]1)c1ccccc1F	68	13

In another format: results already given.
Each structure is followed by: mHtt clearance	mHtt clearance grain fraction
- COc1cccc2cc(C(C)N(CCCN3CCOCC3)C(=O)Nc3ccc(Cl)cc3)oc12 (stereo not drawn)
 : -7	45
- COc1ccc(S(=O)(=O)NCC(=O)N(CC(=O)NCC2CCCO2)c2c(C)cccc2C)cc1 (stereo not drawn)
 : 1	33

The list goes on.
SMILES	mHtt clearance	mHtt clearance grain fraction
Cc1nc2ncnn2c(C)c1CCC(=O)NCc1ccco1	23	29
O=c1c2c3c(sc2nc2sc(CN4CCOCC4)cn12)CCCC3	-22	26
Cc1cc(C)n2cc(CSc3nnnn3-c3ccccc3)nc2n1	-1	38
COc1ccc(CNC(=O)Nc2ccc(C)cc2)cc1	26	14
COc1ccccc1C1C(C(=O)c2cc3ccccc3o2)=C(O)C(=O)N1CCN1CCOCC1 (stereo not drawn)	-22	36
CCOCCCn1c(=N)c(C(=O)NCCN2CCOCC2)cc2c(=O)n3cccc(C)c3nc21	-28	39
Cc1cc(-c2cccs2)c2c(n1)sc1c(=O)[nH]c(=O)[nH]c12	-7	20
CCn1c(SCC(=O)c2cccs2)nnc1-c1cccs1	-8	47
Cc1nn(Cc2ccc(F)cc2)c(C)c1NC(=O)c1cnn2c1NC(c1cccs1)CC2C(F)(F)F (stereo not drawn)	53	7.5
O=C(Nc1ccc(Cl)c(C(F)(F)F)c1)NC1CC2CCCC(C1)N2C1CC1 (stereo not drawn)	-82	30
CN(C)/C=N/C(=S)Nc1ccc(Br)cc1F	18	31
CCCn1c(-c2cccnc2Cl)nc2cc(Cl)c(Cl)cc21	-12	43
CC1(C)CC(=O)C=C(Nc2ccc(F)cc2)C1	-36	28
CN1CCN(C(=O)C2CC(=O)N(c3ccc(F)c(Cl)c3)C2)CC1 (stereo not drawn)	0	50
CS(=O)(=O)N(CCc1ccccc1)CC(=O)NCC1CCCO1 (stereo not drawn)	48	10
CCC(C)NC(=O)c1ccc(CS(=O)(=O)c2ccc(OC)cc2)o1 (stereo not drawn)	-5	51
Cc1ccccc1NC(=O)c1nc[nH]c1C(=O)NCc1ccccc1	34	12
C/C(Cl)=C/CSc1nnc2n(N)c(=O)c3ccccc3n12	32	28
COc1ccc(NC(=O)c2ccc(C)cc2Cl)c([N+](=O)[O-])c1	-22	27
Cc1ccc(C(=O)Nc2ncc3c(n2)CC(c2ccco2)CC3=O)cc1 (stereo not drawn)	23	26
COc1ccccc1N(CC(=O)Nc1ccccc1C(=O)NC(C)C)S(C)(=O)=O	39	25
O=C(Nc1ccc(Cl)cc1-c1nc2ccccc2s1)c1ccco1	-25	50
COc1ccc(-c2oc(/N=C/N3CCCC3)c(C#N)c2-c2ccc(OC)cc2)cc1	-8	25
O=C1C2CCC(C(O)C2)N1Cc1ccccc1 (stereo not drawn)	-30	53
COc1ccc(NC(=O)c2ccco2)cc1NC(=O)c1cccnc1	-69	33
Next part.
SMILES	mHtt clearance	mHtt clearance grain fraction
COc1ccc(Nc2cc(C(=O)NCCCN3CCN(C)CC3)c3ccccc3n2)cc1OC	6	38
CCc1ccccc1N1CCN(S(=O)(=O)c2ccc(F)c(C)c2)CC1	30	32
CCOc1cccc(N2C(=O)CC(N3CCC(C(N)=O)(N4CCCCC4)CC3)C2=O)c1 (stereo not drawn)	-78	38
CCCOc1ccc(CC(=O)NNC(=S)Nc2ccccc2)cc1Br	-19	21
COc1cc(S(=O)(=O)N(Cc2ccccn2)Cc2ccccc2Cl)ccc1-n1cnnn1	52	9.8
C/C(CCc1oc2c(Br)cc(Br)cc2c1-c1ccc(C)o1)=N\O	18	15
CC1(C)Cc2nc(NCCCO)c(C#N)cc2CO1	-9	38
CCOC(=O)N1CCN(C(=O)CSc2cc(C)nc3c(-c4ccccc4OC)c(C)nn23)CC1	14	17
COc1ccc(S(=O)(=O)Nc2nc3n(n2)C(c2ccc(Cl)cc2)CC(=O)N3)cc1 (stereo not drawn)	29	27
COc1ccc(S(=O)(=O)N(CCCN2CCOCC2)Cc2cccc3ccccc23)cc1	-12	18
CCN(C(=O)c1c(-c2ccccc2)noc1C)c1ccccc1	-2	20
S=c1nc(C2CC2)[nH]c2ccccc12	-13	21
O=C(c1ccccc1)N1CCN(C(=O)c2ccccc2)CC1	8	17
Cc1c(C(=O)OC(C)CCN(C)C)oc2ccccc12 (stereo not drawn)	-69	66
Cc1c(Cl)c(C(F)(F)F)nn1CC(=O)N1CCSCC1	-20	23
COc1ccc2[nH]c(=O)c(CN(C(=O)COc3ccccc3)C(C)C)cc2c1	34	27
Cc1nc(NCC2CCCO2)c2nnn(Cc3ccccc3)c2n1 (stereo not drawn)	19	30
Cc1ccc(OC(C)c2nnc(N)s2)cc1Cl (stereo not drawn)	-30	21
Cc1ccc(C(C)n2cc(C(=O)NCc3cccnc3)nn2)cc1 (stereo not drawn)	0	38
c1ccc2cc3[nH]c(CN4CCOCC4)nc3cc2c1	9	40
COc1ccc2nc(SCC(=O)NN)cc(C)c2c1	3	36
CCOCCCNC(=O)C1CCN(S(=O)(=O)c2ccc(C)cc2)CC1	44	11
O=C(Cn1ncc2c(=O)oc3ccccc3c21)N1CCN(c2ccccn2)CC1	-39	25
NCCCSC1=NCCCN1	-5	46
Cc1ccccc1OCC(O)Cn1c2ccccc2c2ccccc21 (stereo not drawn)	-39	43
Following part
SMILES	mHtt clearance	mHtt clearance grain fraction
CC(=O)c1cc(F)c(N2CCCC2)cc1C	-14	45
Cc1cc(Cl)ccc1OCC(=O)OC(C)C(=O)NC(N)=O (stereo not drawn)	-35	30
Cc1cc(SCC(=O)Nc2c(C)n(C)n(-c3ccccc3)c2=O)n2c(nc3ccccc32)c1C#N	27	14
CCOC(=O)CSc1nsc(SCC(=O)OCC)c1C#N	-61	31
COc1ccc(/C(C)=C(\C#N)C(=O)OC(C)C)cc1OC	31	14
CS(=O)(=O)Nc1nnc(Cc2ccccc2)s1	4	21
Cc1cccc(Nc2nc(NC(C)C)nc(Oc3ccc(=O)n(C)n3)n2)c1	-49	31
CCc1nnc(NC(=O)CSc2nnc(Cc3ccccc3)o2)s1	-1	41
CCOC(=O)C1=C(C)NC(=O)NC1c1cc(C)sc1C (stereo not drawn)	-19	19
CN(C)C(=O)Cn1c(SCC(=O)N2CCCc3ccccc32)nc2ccccc21	-64	60
CS(=O)(=O)c1ccc2nc(NC(=O)C3COc4ccccc4O3)sc2c1 (stereo not drawn)	-33	46
Cc1cc(C)n(CC(=O)n2nc(C)cc2C)n1	-39	27
CCc1c(C)sc(NC(=O)c2ccco2)c1C(=O)N1CCCCC1	-73	36
CCc1nnc(NC(=O)CSc2nnc(CSc3nc(C)cc(C)n3)n2CC)s1	29	33
Cc1cc(C)c2ccc(C)[n+]([O-])c2c1O	-20	21
COc1ccc(-c2cc(-c3ccccc3)c(C#N)c(S(C)=O)n2)cc1 (stereo not drawn)	-3	33
CN1CCN(C(=O)c2ccccc2NC(=O)Cc2ccccc2)CC1	-13	38
CCc1cc2c(NCCC(=O)O)nc(C)nc2s1	-39	28
c1cnc2ccc(C(c3nnnn3C3CCCC3)N3CCSCC3)cc2c1 (stereo not drawn)	35	13
OCC12COC(c3ccccc3)N1C(c1ccccc1)OC2 (stereo not drawn)	-29	28
CCOC(=O)CSc1nc2c(sc(=S)n2Cc2ccco2)c(=O)n1-c1ccc(F)cc1	-12	41
O=C(Cc1sc(-c2ccccc2Cl)nc1-c1ccccc1)Nc1ccc(F)cc1	21	25
CCOCCCn1c(SCC(=O)NC(C)(C)C)nc2ccccc2c1=O	18	15
CC(C)Cn1c(N)c(C(=O)COC(=O)c2cc(-c3ccco3)nc3ccccc23)c(=O)n(C)c1=O	20	31
COc1cccc(NC(=O)COc2ccc(C)cc2)c1	58	8.9
Following part
SMILES	mHtt clearance	mHtt clearance grain fraction
CCCN(CCC)CCCNS(=O)(=O)c1ccc2c(c1)oc(=O)n2C	-7	47
O=C(NCc1ccc(N2CCCC2=O)cc1)NC1CCCCC1	39	11
Cc1c(C#N)c(N=CN(C)C)c(C(=O)c2ccccc2)n1-c1ccccc1	2	18
Cc1cc(=O)[nH]c(N2CCN(C(c3ccccc3)c3ccccc3)CC2)n1	1	37
CSc1ccccc1NC(=O)c1cnc2n(c1=O)CCS2	-64	59
COc1ccc(-c2cnc(SCC(=O)Nc3nc(C(C)(C)C)cs3)n2Cc2ccco2)cc1	34	13
N#Cc1nc(-c2ccco2)oc1N1CCN(c2cccc(Cl)c2)CC1	4	19
CC(=O)NS(=O)(=O)c1ccc(NC(=S)NC(=O)c2ccco2)cc1	-11	43
CCCc1cc(C(=O)NCc2cccs2)no1	22	28
CC(C)(C)n1nnnc1C(c1cccs1)N1CCN(Cc2ccccc2)CC1 (stereo not drawn)	6	17
COc1ccc(N2CCN(C(c3cc4ccc(C)cc4[nH]c3=O)c3nnnn3C3CCCC3)CC2)cc1 (stereo not drawn)	-61	50
CC1CCCC(C)N1C(=O)COc1ccc(-c2nnco2)cc1 (stereo not drawn)	23	16
COc1cc(S(=O)(=O)N2CCN(C)CC2)c(OC)cc1Br	-38	59
Cc1noc(C)c1C(=O)Nc1sc2c(c1C(N)=O)CCC2	26	14
Cc1c(C(=O)OCCN2CCCCC2)oc2ccccc12	22	31
Cc1ccc(OCC(=O)Nn2c(C)nc3ccccc3c2=O)c(C(C)C)c1	6	40

Structural class: the compounds so far with a furan ring, fused or not.
SMILES	mHtt clearance	mHtt clearance grain fraction
COc1cccc2cc(C(C)N(CCCN3CCOCC3)C(=O)Nc3ccc(Cl)cc3)oc12 (stereo not drawn)	-7	45
O=S1(=O)CC(O)C(NCc2ccco2)C1 (stereo not drawn)	27	22
Cc1ccc(S(=O)(=O)N2C(=O)CCC2C(=O)NCc2ccco2)cc1 (stereo not drawn)	25	13
Cc1ccc(C(C(=O)NC2CCCC2)N(Cc2ccco2)C(=O)CCC(=O)Nc2cc(C)on2)cc1 (stereo not drawn)	-36	23
Cc1ccc(C)c2[nH]c(=O)c(CCNC(=O)c3ccc(Br)o3)cc12	-29	24
Cc1nc2ncnn2c(C)c1CCC(=O)NCc1ccco1	23	29
COc1ccccc1C1C(C(=O)c2cc3ccccc3o2)=C(O)C(=O)N1CCN1CCOCC1 (stereo not drawn)	-22	36
CCC(C)NC(=O)c1ccc(CS(=O)(=O)c2ccc(OC)cc2)o1 (stereo not drawn)	-5	51
Cc1ccc(C(=O)Nc2ncc3c(n2)CC(c2ccco2)CC3=O)cc1 (stereo not drawn)	23	26
O=C(Nc1ccc(Cl)cc1-c1nc2ccccc2s1)c1ccco1	-25	50
COc1ccc(-c2oc(/N=C/N3CCCC3)c(C#N)c2-c2ccc(OC)cc2)cc1	-8	25
COc1ccc(NC(=O)c2ccco2)cc1NC(=O)c1cccnc1	-69	33
C/C(CCc1oc2c(Br)cc(Br)cc2c1-c1ccc(C)o1)=N\O	18	15
Cc1c(C(=O)OC(C)CCN(C)C)oc2ccccc12 (stereo not drawn)	-69	66
CCc1c(C)sc(NC(=O)c2ccco2)c1C(=O)N1CCCCC1	-73	36
CCOC(=O)CSc1nc2c(sc(=S)n2Cc2ccco2)c(=O)n1-c1ccc(F)cc1	-12	41
CC(C)Cn1c(N)c(C(=O)COC(=O)c2cc(-c3ccco3)nc3ccccc23)c(=O)n(C)c1=O	20	31
COc1ccc(-c2cnc(SCC(=O)Nc3nc(C(C)(C)C)cs3)n2Cc2ccco2)cc1	34	13
N#Cc1nc(-c2ccco2)oc1N1CCN(c2cccc(Cl)c2)CC1	4	19
CC(=O)NS(=O)(=O)c1ccc(NC(=S)NC(=O)c2ccco2)cc1	-11	43
Cc1c(C(=O)OCCN2CCCCC2)oc2ccccc12	22	31

From PubChem
